Screening data as filed in PubChem BioAssay.
Salmonella PhoP GFP – PhoP regulon inhibitors, Salmonella typhi PhoP promoter GFP reporter, confirmatory (AID 1850); one-dose inhibition, % at 50 µM; IC50 in µM for titrated hits; Salmonella Typhi PhoP-promoter GFP reporter, fluorescence, 4 h; higher % means a stronger effect; 310,000 compounds, 0.33% hits; in the data active = a potency from the dose series; inconclusive = inhibition mostly from about 25% at the one dose, without a potency; inactive = the rest, 99 in 100 with inhibition below about 19%;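 note: 0% = induced wells with vehicle and 100% = uninduced wells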
VEEV TC-83 Vero – inhibitors of VEEV TC-83 cytopathic effect, confirmation, Vero cells (AID 588727); Vero cells, VEEV TC-83 cytopathic effect inhibition; higher % means a stronger effect; one-dose inhibition, % at 20 µM; IC50 in µM for titrated hits; 350,000 compounds, 0.13% hits; in the data active = a potency from the dose series; inconclusive = inhibition mostly from about 14% at the one dose, without a potency; inactive = the rest, 99 in 100 with inhibition below about 12%; note: strong numbers were not always called active
M. tuberculosis – growth inhibition of non-replicating M. tuberculosis (AID 488890); 320,000 compounds, 0.39% hits; Mycobacterium tuberculosis non-replicating, growth inhibition; higher % means a stronger effect; one-dose inhibition, % at 25 µM; IC50 in µM for titrated hits; in the data active = a potency from the dose series; inconclusive = inhibition mostly from about 82% at the one dose, without a potency; inactive = the rest, 99 in 100 with inhibition below about 76%;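 note: plate controls were DMSO cells for no effect and high antibiotic wells for full effect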
H37Rv inhibition – M. tuberculosis growth inhibition, HTS (AID 449762) | one-dose inhibition, % at 25 µM; IC50 in µM for titrated hits | 330,000 compounds, 0.59% hits | M. tuberculosis H37Rv growth inhibition, 7H9 media; higher % means a stronger effect; in the data active = a potency from the dose series; inconclusive = inhibition above about 70% without an active follow-up result;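 note: bacterial growth assessed after seven days of incubation; strong numbers were not always called active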
influenza NS1A – H1N1 influenza NS1A inhibitors, functional cell based assay (AID 504329) | NS1A functional cell-based assay, percent inhibition; higher % means a stronger effect | 340,000 compounds, 0.3% hits | inhibition, % at 12.5 µM; hits with a dose series show IC50 in µM; in the data active = a potency from the dose series; inconclusive = inhibition above about 27% without an active follow-up result; note: strong numbers were not always called active
* marks the source's active call; other numbers are inactive results. An unsorted share of the library. Share with any hit: about 1.6%.

Screening Cc1ccc(Cl)cc1NC(=O)C(=O)N1CCCCC1 returned Salmonella PhoP GFP -6%, VEEV TC-83 Vero inactive, M. tuberculosis -6%, H37Rv inhibition 2% and influenza NS1A 1%.
`COc1ccc(C(=O)NCCN2CCOCC2)cc1[N+](=O)[O-]` gave Salmonella PhoP GFP -8%, VEEV TC-83 Vero 0.9%, M. tuberculosis 3%, H37Rv inhibition 1% and influenza NS1A -2%.
For CCOC(=O)C[n+]1c(C)ccc2c1CCC2 the results were Salmonella PhoP GFP -3%, VEEV TC-83 Vero inactive, M. tuberculosis 0%, H37Rv inhibition -1% and influenza NS1A 2%.
O=C(CNC(=O)c1ccccc1F)NCCN1C(=O)S/C(=C\c2ccccc2Cl)C1=O was read as Salmonella PhoP GFP -3%, VEEV TC-83 Vero 8.2%, M. tuberculosis 1%, H37Rv inhibition -1% and influenza NS1A -7%.
`Cc1ccc(CNC(=O)C2CC3Cn4c(nc5ccccc54)C3N2C)o1` (stereo unspecified) gave Salmonella PhoP GFP -2%, VEEV TC-83 Vero 0.7%, M. tuberculosis -2%, H37Rv inhibition -2% and influenza NS1A -3%.
For CN(Cc1cccc(F)c1)C(=O)c1ccc2c(=O)n3c(nc2c1)CCC3 the results were Salmonella PhoP GFP -5%, VEEV TC-83 Vero 3.6%, M. tuberculosis -4%, H37Rv inhibition -9% and influenza NS1A 0%.
Screening COc1cccc(NC(=O)C(Sc2nnc(Nc3ccccc3C)s2)c2ccccc2)c1 (stereo unspecified) returned Salmonella PhoP GFP -5%, VEEV TC-83 Vero 3.7%, M. tuberculosis 28%, H37Rv inhibition 8% and influenza NS1A 1%.
`CN(CC(=O)Nc1cccc(F)c1)C(=O)CSc1ccccc1F` gave Salmonella PhoP GFP -10%, VEEV TC-83 Vero 4.8%, M. tuberculosis 12%, H37Rv inhibition -15% and influenza NS1A -6%.
`O=C(Nc1cccc2ncccc12)c1ccc(Cl)cc1` gave Salmonella PhoP GFP -3%, VEEV TC-83 Vero inactive, M. tuberculosis -6%, H37Rv inhibition 2% and influenza NS1A 17%.
`O=C(O)C1CCC(Cn2c(SCc3cc(=O)n4ccccc4n3)nc3ccsc3c2=O)CC1` (stereo unspecified) gave Salmonella PhoP GFP 1%, VEEV TC-83 Vero 2.0%, M. tuberculosis 8%, H37Rv inhibition 0% and influenza NS1A 0%.
Screening Clc1ccccc1N1CCN(Cc2ccc(Br)o2)CC1 returned Salmonella PhoP GFP 6%, VEEV TC-83 Vero inactive, M. tuberculosis 20%, H37Rv inhibition -3% and influenza NS1A 1%.
COCc1nnc(NC(=O)CSCc2ccccc2)s1 was read as Salmonella PhoP GFP 1%, VEEV TC-83 Vero 3.1%, M. tuberculosis 30%, H37Rv inhibition 1% and influenza NS1A -14%.
For COc1cccc(NC(=O)Cc2nnc(SCC(=O)NC3CCCC3)n2C)c1 the results were Salmonella PhoP GFP -6%, VEEV TC-83 Vero 0.6%, M. tuberculosis -7%, H37Rv inhibition 0% and influenza NS1A -3%.
Screening Cc1cccc(NC(=O)Nc2ccc(Cl)cc2)n1 returned Salmonella PhoP GFP 10%, VEEV TC-83 Vero 0.7%, M. tuberculosis 3%, H37Rv inhibition 3% and influenza NS1A -27%.
For Cc1ccc(NC(=O)COC(=O)CCC2CCCC2)c(Br)c1 the results were VEEV TC-83 Vero inactive, M. tuberculosis inconclusive, H37Rv inhibition 4% and influenza NS1A -12%.
For CC12CCC(=O)N1C(C(=O)Nc1cc(C(F)(F)F)ccc1N1CCCCC1)CS2 (stereo unspecified) the results were Salmonella PhoP GFP 2%, VEEV TC-83 Vero 6.1%, M. tuberculosis 13%, H37Rv inhibition 6% and influenza NS1A 1%.
Screening COc1ccc(NC2CCCN(C(=O)c3cc4ncccn4n3)C2)cc1 (stereo unspecified) returned Salmonella PhoP GFP 2%, VEEV TC-83 Vero 2.8%, M. tuberculosis 7%, H37Rv inhibition -1% and influenza NS1A 2%.
For CC1CCCC(C)N1C(=O)CSc1ncccn1 (stereo unspecified) the results were Salmonella PhoP GFP -23%, VEEV TC-83 Vero 0.5%, M. tuberculosis -4%, H37Rv inhibition -8% and influenza NS1A -2%.
For CC1CCCCC1NC(=O)CSc1nc2ccccc2c(=O)n1Cc1ccco1 (stereo unspecified) the results were Salmonella PhoP GFP -11%, VEEV TC-83 Vero 1.0%, M. tuberculosis -3%, H37Rv inhibition -9% and influenza NS1A -2%.
Screening CCN(CC(=O)Nc1ccc(NC(C)=O)cc1)C(=O)c1cc2ccccc2oc1=O returned VEEV TC-83 Vero 2.7%, M. tuberculosis -3%, H37Rv inhibition -7% and influenza NS1A -13%.
`Cc1ccc(NC(=O)C(C)Sc2n[nH]c(CNc3ccccc3)n2)cc1` (stereo unspecified) gave Salmonella PhoP GFP 9%, VEEV TC-83 Vero 0.4%, M. tuberculosis 11%, H37Rv inhibition -6% and influenza NS1A 1%.
`O=C(CC(C(=O)NCc1ccccc1)c1nc2ccccc2c(=O)[nH]1)NCc1ccccc1` (stereo unspecified) gave Salmonella PhoP GFP 4%, VEEV TC-83 Vero inactive, M. tuberculosis 23%, H37Rv inhibition 5% and influenza NS1A -7%.
For O=C(CCCC(=O)NNC(=O)Nc1ccccc1)NNC(=O)Nc1ccccc1 the results were Salmonella PhoP GFP -1%, VEEV TC-83 Vero inactive, M. tuberculosis 2% and H37Rv inhibition 2%.
`CC(C)n1c(O)c(N=NC(=O)Cc2csc(N3CCOCC3)n2)c2ccccc21` gave Salmonella PhoP GFP -6%, VEEV TC-83 Vero 7.6%, M. tuberculosis 1%, H37Rv inhibition 2% and influenza NS1A -13%.
Screening Cc1cs/c(=N\N=C\c2cccc([N+](=O)[O-])c2)n1Cc1ccco1 returned Salmonella PhoP GFP 0%, VEEV TC-83 Vero 1.4%, M. tuberculosis -11%, H37Rv inhibition -2% and influenza NS1A -3%.
`CC1CCCC(C)N1C(=O)CSc1nnc(-c2ccco2)n1C` (stereo unspecified) gave VEEV TC-83 Vero 1.1%, M. tuberculosis -10%, H37Rv inhibition -7% and influenza NS1A 8%.
For COc1cccc(Cn2cccc(NC(=O)Nc3ccccc3C)c2=O)c1 the results were Salmonella PhoP GFP 4%, VEEV TC-83 Vero 2.2%, M. tuberculosis 55%, H37Rv inhibition 1% and influenza NS1A -2%.
`COc1ccc(N2CC(C(=O)N[C@@H](C)C(=O)N[C@H](CO)c3ccccc3)CC2=O)cc1` (stereo partly specified) gave Salmonella PhoP GFP -9%, VEEV TC-83 Vero 0.1%, M. tuberculosis -9%, H37Rv inhibition -4% and influenza NS1A -5%.
COc1cc(/C=C(\C#N)c2nc3ccccc3n2C)cc(OC)c1O was read as Salmonella PhoP GFP 0%, VEEV TC-83 Vero 8.2%, M. tuberculosis 14%, H37Rv inhibition 3% and influenza NS1A 4%.
For Cc1ccc(N(CC(=O)NC(C)c2ccccc2)S(=O)(=O)c2c(C)noc2C)cc1 (stereo unspecified) the results were Salmonella PhoP GFP -14%, VEEV TC-83 Vero inactive, M. tuberculosis -3%, H37Rv inhibition -4% and influenza NS1A 5%.
For COc1ccc(-c2nc(CSCC(=O)N3CCc4ccccc43)c(C)o2)cc1OC the results were Salmonella PhoP GFP -5%, VEEV TC-83 Vero 1.9%, M. tuberculosis 11%, H37Rv inhibition -19% and influenza NS1A -16%.
For O=C(C1CCCCC1)N1CCC(c2nc3c(nnn3Cc3c(F)cccc3Cl)c(=O)[nH]2)CC1 the results were Salmonella PhoP GFP -2%, VEEV TC-83 Vero 2.8%, M. tuberculosis 46%, H37Rv inhibition -1% and influenza NS1A 0%.
C/C(=N\NC(=O)c1ccc(C)cc1C)c1ccc2c(c1)Nc1ccccc1S2 was read as Salmonella PhoP GFP -12%, VEEV TC-83 Vero 0.9%, M. tuberculosis -4%, H37Rv inhibition 8% and influenza NS1A -3%.
For CC1CC(C)CN(C(=O)C(C)N2CCN(S(=O)(=O)c3ccc(Br)s3)CC2)C1 (stereo unspecified) the results were VEEV TC-83 Vero 4.8%, M. tuberculosis 31%, H37Rv inhibition -1% and influenza NS1A -12%.
`CC(=O)N1c2ccc(S(=O)(=O)N3CCCC(C(=O)Nc4cccc(Cl)c4)C3)cc2CC1C` (stereo unspecified) gave Salmonella PhoP GFP 2%, VEEV TC-83 Vero 7.2%, M. tuberculosis 17%, H37Rv inhibition 2% and influenza NS1A -3%.
`O=C(Cc1ccccc1)c1ccccc1C(=O)N1CCCCC1` gave Salmonella PhoP GFP 6%, VEEV TC-83 Vero 2.5%, H37Rv inhibition -1% and influenza NS1A -8%.
CC1CCC(NC(=O)CNC(=O)c2ccc3ccccc3c2)CC1 (stereo unspecified) was read as Salmonella PhoP GFP 7%, VEEV TC-83 Vero 4.2%, M. tuberculosis -1%, H37Rv inhibition 7% and influenza NS1A -6%.
`N#Cc1ccc(C(=O)OCC(=O)NC2CCCC2)cc1` gave Salmonella PhoP GFP -1%, VEEV TC-83 Vero 0.1%, M. tuberculosis 19%, H37Rv inhibition 1% and influenza NS1A -10%.
N#CCC(=O)Nc1ccc(C(=O)OCC(=O)NCc2ccc3c(c2)OCO3)cc1 was read as VEEV TC-83 Vero inactive, M. tuberculosis -11%, H37Rv inhibition 4% and influenza NS1A -16%.
`O=C(COC(=O)Cc1ccsc1)NCc1ccccc1` gave Salmonella PhoP GFP 7%, VEEV TC-83 Vero 1.0%, M. tuberculosis 60%, H37Rv inhibition 1% and influenza NS1A -8%.
For COCCn1c(SCC(=O)Nc2cc(C)on2)nc2cc(Cl)ccc2c1=O the results were VEEV TC-83 Vero 1.3%, M. tuberculosis 17%, H37Rv inhibition 1% and influenza NS1A -6%.
Screening Cc1nn(-c2ccccc2)c2[nH]c(=O)c(CNCCN3CCOCC3)cc12 returned Salmonella PhoP GFP 6%, VEEV TC-83 Vero 0.8%, M. tuberculosis -9%, H37Rv inhibition -5% and influenza NS1A 4%.
For O=C(Cn1cnc2ccccc21)N/N=C/c1ccccc1 the results were Salmonella PhoP GFP 4%, VEEV TC-83 Vero 0.2%, M. tuberculosis 4%, H37Rv inhibition 3% and influenza NS1A -7%.
Screening Cc1cccc(/N=C2/NC(=O)C(Cc3ccccc3)S2)n1 (stereo unspecified) returned Salmonella PhoP GFP -30%, VEEV TC-83 Vero 2.5%, M. tuberculosis 1%, H37Rv inhibition 9% and influenza NS1A -14%.
Screening CC(=O)NS(=O)(=O)c1ccc(NC(=O)CSc2ccc(Cl)cc2)cc1 returned Salmonella PhoP GFP 10%, M. tuberculosis -8% and H37Rv inhibition -3%.
Screening Cc1ccc(S(=O)(=O)N2CCOCC2)cc1C(=O)Nc1nc(-c2ccccn2)cs1 returned VEEV TC-83 Vero 1.1%, M. tuberculosis inconclusive, H37Rv inhibition inconclusive and influenza NS1A 8%.
O=C(NCc1ccccc1)c1sc(=S)n2c1[nH]c(=O)c1ccccc12 was read as Salmonella PhoP GFP -4%, VEEV TC-83 Vero 0.9%, M. tuberculosis 23%, H37Rv inhibition -21% and influenza NS1A -2%.

Filtered by structure, the entries above containing an NH in an aromatic ring
`Cc1ccc(NC(=O)C(C)Sc2n[nH]c(CNc3ccccc3)n2)cc1` (stereo unspecified) gave Salmonella PhoP GFP 9%, VEEV TC-83 Vero 0.4%, M. tuberculosis 11%, H37Rv inhibition -6% and influenza NS1A 1%.
`O=C(CC(C(=O)NCc1ccccc1)c1nc2ccccc2c(=O)[nH]1)NCc1ccccc1` (stereo unspecified) gave Salmonella PhoP GFP 4%, VEEV TC-83 Vero inactive, M. tuberculosis 23%, H37Rv inhibition 5% and influenza NS1A -7%.
For O=C(C1CCCCC1)N1CCC(c2nc3c(nnn3Cc3c(F)cccc3Cl)c(=O)[nH]2)CC1 the results were Salmonella PhoP GFP -2%, VEEV TC-83 Vero 2.8%, M. tuberculosis 46%, H37Rv inhibition -1% and influenza NS1A 0%.
Screening Cc1nn(-c2ccccc2)c2[nH]c(=O)c(CNCCN3CCOCC3)cc12 returned Salmonella PhoP GFP 6%, VEEV TC-83 Vero 0.8%, M. tuberculosis -9%, H37Rv inhibition -5% and influenza NS1A 4%.
O=C(NCc1ccccc1)c1sc(=S)n2c1[nH]c(=O)c1ccccc12 was read as Salmonella PhoP GFP -4%, VEEV TC-83 Vero 0.9%, M. tuberculosis 23%, H37Rv inhibition -21% and influenza NS1A -2%.
